Assay outcomes as filed in PubChem BioAssay.
Shn3 3UTR inh: reduction of Shn3 3'UTR firefly luciferase signal, primary screen, Schnurri-3 inhibitor project, cell-based, Clone20 osteoblasts, set 2; inhibition, % at 12.5 µM; Clone20 osteoblast Shn3 3'UTR firefly luciferase, 24 h; 360,000 compounds, 0.52% hits; AID 588674, 2011;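 active = mean inhibition of at least 75% with every replicate also reaching 75%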;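 note: 0% = median of neutral control wells and 100% = pilot-screen positive control compound; some compounds past the cut are filed as inactive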
C8 TRAIL sens: viability loss with TRAIL in NB7+C8 cells, primary screen, TRAIL sensitizer project, cell-based, ATPlite luminescence. inhibition (viability loss, TRAIL sensitization), % at 10 µM. 360,000 compounds, 1% hits;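 active = compounds causing at least 50% loss of cell viability in the single-dose screen, relative to plate controls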
CF NFkB block: inhibitors of PAF-induced NF-kB signaling, primary screen, cell-based, GFP fluorescence, uHTS; 360,000 compounds, 0.86% hits; KKLEB NF-kB-GFP reporter, GFP fluorescence overnight; inhibition, % at 5 µM;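 active = at least 50% inhibition at 5 µM, scaled per plate between neutral and stimulator controls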;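 note: PAF is a Pseudomonas aeruginosa culture filtrate used as stimulus; plate controls were PAF-stimulated DMSO wells for no effect and unstimulated DMSO wells for full effect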
TROY NFkB inh: inhibitors of TROY-driven NF-kB signaling, primary screen, Q293 LMP1-TROYcd cells, NF-kB luciferase, uHTS | Q293 LMP1-TROYcd NF-kB luciferase reporter, 4 h | inhibition, % at 10 µM | 360,000 compounds, 0.98% hits;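 active = compounds whose plate-normalised and pattern-corrected inhibition of the luciferase reporter signal at the single screening dose is 50% or more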
TWEAK Fn14 block: inhibitors of TWEAK-Fn14 signaling, primary screen, luciferase reporter cells, uHTS. TWEAK-stimulated Fn14 reporter cells, luciferase luminescence, 8 h. 360,000 compounds, 2% hits. inhibition, % at 10 µM; in the data active = inhibition above about 50%
EBV LMP1 NFkB: EBV LMP1-driven NF-kappaB luciferase reporter inhibitors, primary screen, cell-based, luminescence, single point. LMP1-induced NF-kappaB luciferase reporter cells. AID 504558, 2011. 350,000 compounds, 0.69% hits. inhibition, % at 12.5 µM; in the data active = inhibition above about 41%;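 note: 0% = neutral control wells and 100% = reference inhibitor control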
NR2F2 inh: NR2F2 transcriptional activity inhibitors, primary screen, cell-based, luciferase reporter, HEK293T, luminescence; HEK293T NGFI-A luciferase reporter; inhibition, % at 8.6 µM; 370,000 compounds, 0.7% hits; AID 686940, 2013;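 active = inhibition above a per-plate cutoff, mean inhibition of test wells between control levels plus 3 SD, cut at about 38% in these data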;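 note: cells cotransfected with COUP-TFII expression vector driving the NGFI-A reporter; 0% = median of COUP-TF2 test wells and 100% = reporter-only cells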
Target sequence (P24468 whole entry, looked up): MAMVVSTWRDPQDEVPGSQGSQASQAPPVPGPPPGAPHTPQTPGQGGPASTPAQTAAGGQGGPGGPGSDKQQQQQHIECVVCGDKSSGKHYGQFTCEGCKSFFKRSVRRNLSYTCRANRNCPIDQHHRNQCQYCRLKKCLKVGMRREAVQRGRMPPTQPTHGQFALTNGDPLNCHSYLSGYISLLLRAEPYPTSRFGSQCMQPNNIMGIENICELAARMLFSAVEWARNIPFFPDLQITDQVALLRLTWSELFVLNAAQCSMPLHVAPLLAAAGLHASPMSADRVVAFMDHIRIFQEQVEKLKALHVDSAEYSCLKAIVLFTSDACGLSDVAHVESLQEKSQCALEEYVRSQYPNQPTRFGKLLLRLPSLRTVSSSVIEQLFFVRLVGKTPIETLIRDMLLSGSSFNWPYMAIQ
KKLEB cytotox: cytotoxicity in KKLEB CF airway cells, primary screen, cytotoxicity control for CF NF-kB inhibitor project, cell-based, uHTS, fluorescence assay plates | KKLEB CF airway cells viability, ATPlite luminescence, overnight; stronger effect = lower value; cells stimulated with P. aeruginosa culture filtrate | 360,000 compounds, 0.36% hits | activity change (cytotoxicity), % at 5 µM;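 active = corrected activity change at or below -50% at 5 µM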
SRC3 inh: SRC3 coactivator transcriptional activity inhibitors, primary screen, cell-based, luminescence; Nuclear receptor coactivator 3 (Homo sapiens), Q9Y6Q9; HEK293 GAL4-SRC3 luciferase reporter; inhibition, % at 3.6 µM; 360,000 compounds, 0.17% hits;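 active = inhibition above a per-campaign cutoff, the mean of all compounds plus 3 SD, cut at about 60% in these data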;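 note: 0% = DMSO-treated cells and 100% = gossypol-treated cells at 36 µM; higher means less SRC3-driven luciferase light from the GAL4 reporter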
NR5A2 inv ag: LRH-1 (NR5A2) inverse agonists, primary screen, cell-based, luminescence, HEK293T, StAR-luciferase reporter | 360,000 compounds, 0.13% hits | Nuclear receptor subfamily 5 group A member 2 (Homo sapiens), O00482 | LRH-1 transfected, 24 h | inhibition, % at 3.6 µM;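 active = inhibition above the mean inhibition of all tested compounds plus 3 SD, cut at about 73% in these data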;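 note: 0% = DMSO wells and 100% = reporter-only cells lacking LRH-1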
Target sequence (O00482 whole entry, looked up): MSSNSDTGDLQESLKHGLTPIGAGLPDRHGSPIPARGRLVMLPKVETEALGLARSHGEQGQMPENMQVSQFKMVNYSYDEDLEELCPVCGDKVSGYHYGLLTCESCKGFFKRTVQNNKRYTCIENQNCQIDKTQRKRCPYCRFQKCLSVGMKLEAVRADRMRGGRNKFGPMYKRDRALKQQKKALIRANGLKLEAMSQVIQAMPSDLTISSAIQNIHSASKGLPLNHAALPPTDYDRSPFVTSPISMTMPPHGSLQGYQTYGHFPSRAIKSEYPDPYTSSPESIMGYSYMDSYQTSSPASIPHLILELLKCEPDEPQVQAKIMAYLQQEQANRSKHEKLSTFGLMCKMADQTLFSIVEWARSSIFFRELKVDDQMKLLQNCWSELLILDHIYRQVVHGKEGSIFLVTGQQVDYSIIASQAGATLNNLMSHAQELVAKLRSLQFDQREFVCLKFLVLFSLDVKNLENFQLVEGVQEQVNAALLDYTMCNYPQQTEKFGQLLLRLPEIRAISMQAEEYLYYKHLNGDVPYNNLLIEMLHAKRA
SRC1 inh: SRC1 coactivator transcriptional activity inhibitors, primary screen, cell-based, luminescence; Nuclear receptor coactivator 1 (Homo sapiens), Q15788; HEK293 GAL4-SRC1 luciferase reporter; inhibition, % at 3.6 µM; 360,000 compounds, 0.12% hits;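 active = inhibition above the campaign mean plus 3 SD, with each screening campaign given its own cutoff, cut at about 60% in these data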;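 note: 0% = DMSO treated cells and 100% = gossypol at 36 µM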
* hit, by the source's call; / = not tested or not shown.

1. CSc1ccc(CNC(=O)C2(C)CCCN(C(C)C)C2)cc1 (stereo not given)
2. COCCn1nnnc1C(c1cccc(C(F)(F)F)c1)N1CCOCC1 (stereo not given)
3. Cc1cccc(N2CC(C(=O)Nc3ccc(S(=O)(=O)N4CCOCC4)cc3)CC2=O)c1 (stereo not given)
4. CCCn1c(SCC(N)=O)nnc1C(C)C
5. COc1cccc(NC(=O)CN(C)C(=O)/C=C/c2cn(Cc3ccccc3)nc2-c2cccnc2)c1
6. O=S(=O)(O)c1ccc(Cl)c(Cl)c1
7. COc1ccc(NCC(=O)NN=C2CCS(=O)(=O)c3ccc(F)cc32)cc1
8. CN(C)CCN(C(=O)c1ccco1)c1nc2cc3c(cc2s1)OCCO3
Compound	1	2	3	4	5	6	7	8
Shn3 3UTR inh	1	4	4	4	12	-8	-5	-30
C8 TRAIL sens	16	1	-5	10	2	-1	-3	-3
CF NFkB block	6	-4	3	4	-2	-24	4	-8
TROY NFkB inh	-15	/	-5	-4	-4	6	1	-8
TWEAK Fn14 block	25	16	4	-12	-25	-2	-25	-28
EBV LMP1 NFkB	/	-3	9	4	2	1	/	-13
NR2F2 inh	6	-8	9	1	-4	4	-5	-35
KKLEB cytotox	2	7	-5	2	5	20	-2	-3
SRC3 inh	2	-10	-16	2	-2	-1	-5	-60
NR5A2 inv ag	-11	9	4	5	8	-26	0	-20
SRC1 inh	3	-15	-13	-11	5	-15	-30	-42

9. CCCCn1c2c(c3ccccc31)CCc1nonc1-2
10. COC(=O)c1ccc(C2C(C(=O)c3ccco3)=C(O)C(=O)N2CC2CCCO2)cc1 (stereo not given)
11. COc1ccc(CCNC(=O)c2nc3ncccn3n2)cc1OC
12. C=CCN(c1ccccc1)S(=O)(=O)c1ccc2[nH]cc(C(=O)NCCOC)c(=O)c2c1
13. COc1ccccc1NC(=O)COC(=O)/C=C/c1ccc(OC)c(OC)c1
14. O=C(c1ccc(F)cc1)N1CCC(c2ccccc2)C1 (stereo not given)
15. COc1ccc(CCn2c(=N)c(C(=O)NC3CCCC3)cc3c(=O)n4ccccc4nc32)cc1
16. CCn1cc(C(=O)NNC(=O)c2ccc(Cl)cc2)c(=O)c2ccc(C)nc21
Compound	9	10	11	12	13	14	15	16
Shn3 3UTR inh	-3	7	-3	21	-12	-48	15	3
C8 TRAIL sens	-26	8	3	6	6	22	12	18
CF NFkB block	10	1	23	-2	17	5	-5	17
TROY NFkB inh	5	-17	-11	-5	-16	-45	-18	-31
TWEAK Fn14 block	-17	50	-23	11	-14	-10	-19	-15
EBV LMP1 NFkB	-4	-2	-1	8	-1	-29	-8	-6
NR2F2 inh	15	21	-2	0	-2	-5	-5	/
KKLEB cytotox	-14	0	-1	0	-9	-2	-9	-15
SRC3 inh	-8	-10	16	7	9	-52	-13	-7
NR5A2 inv ag	0	0	0	1	0	-75	17	0
SRC1 inh	-3	-43	2	17	4	-57	-11	7

17. Cc1cc(NC(=O)CSc2nnnn2-c2ccccc2)no1
18. COc1ccc(/C=N/NC(=O)CSc2nnc(C)n2-c2ccccc2)c(OC)c1OC
19. CCC(c1nc2ccccc2c(=O)n1CCN1CCOCC1)N1C(=O)c2ccccc2C1=O (stereo not given)
20. CCc1cccc(CC)c1NC(=O)C(NS(=O)(=O)c1cccs1)c1ccccc1 (stereo not given)
21. Cc1cccc(N(CC(=O)NC2CCCCC2)C(=O)CCCC(=O)Nc2ccccn2)c1
22. CSc1ccccc1NC(=O)CN(C)C(=O)COc1ncnc2ccccc12
23. O=C(NCc1ccccn1)c1ccc(Cl)c(S(=O)(=O)N2CCCCCC2)c1
24. COc1ccc(NC(=O)CCC(=O)OCc2ccc([N+](=O)[O-])cc2)cc1
Compound	17	18	19	20	21	22	23	24
Shn3 3UTR inh	-21	36	8	-5	11	-12	-11	-7
C8 TRAIL sens	-3	-2	-3	-1	-4	3	9	-9
CF NFkB block	15	-13	1	-2	1	-8	-18	-12
TROY NFkB inh	-23	-14	1	3	-5	6	-6	8
TWEAK Fn14 block	15	-30	-4	5	3	-12	6	18
EBV LMP1 NFkB	-2	7	-35	2	0	0	6	-3
NR2F2 inh	-11	14	6	20	-10	-4	21	10
KKLEB cytotox	-9	4	0	6	1	9	5	10
SRC3 inh	-6	-3	2	28	0	10	6	9
NR5A2 inv ag	13	8	19	15	-13	-7	-4	8
SRC1 inh	4	9	-17	7	-4	-4	12	0

Shown with each value named: four of the compounds above
(19) CCC(c1nc2ccccc2c(=O)n1CCN1CCOCC1)N1C(=O)c2ccccc2C1=O (stereo not given)
  Shn3 3UTR inh = 8; C8 TRAIL sens = -3; CF NFkB block = 1; TROY NFkB inh = 1; TWEAK Fn14 block = -4; EBV LMP1 NFkB = -35; NR2F2 inh = 6; KKLEB cytotox = 0; SRC3 inh = 2; NR5A2 inv ag = 19; SRC1 inh = -17

(21) Cc1cccc(N(CC(=O)NC2CCCCC2)C(=O)CCCC(=O)Nc2ccccn2)c1
  Shn3 3UTR inh = 11; C8 TRAIL sens = -4; CF NFkB block = 1; TROY NFkB inh = -5; TWEAK Fn14 block = 3; EBV LMP1 NFkB = 0; NR2F2 inh = -10; KKLEB cytotox = 1; SRC3 inh = 0; NR5A2 inv ag = -13; SRC1 inh = -4

(17) Cc1cc(NC(=O)CSc2nnnn2-c2ccccc2)no1
  Shn3 3UTR inh = -21; C8 TRAIL sens = -3; CF NFkB block = 15; TROY NFkB inh = -23; TWEAK Fn14 block = 15; EBV LMP1 NFkB = -2; NR2F2 inh = -11; KKLEB cytotox = -9; SRC3 inh = -6; NR5A2 inv ag = 13; SRC1 inh = 4

(20) CCc1cccc(CC)c1NC(=O)C(NS(=O)(=O)c1cccs1)c1ccccc1 (stereo not given)
  Shn3 3UTR inh = -5; C8 TRAIL sens = -1; CF NFkB block = -2; TROY NFkB inh = 3; TWEAK Fn14 block = 5; EBV LMP1 NFkB = 2; NR2F2 inh = 20; KKLEB cytotox = 6; SRC3 inh = 28; NR5A2 inv ag = 15; SRC1 inh = 7

(list continues)
25. COc1cccc(-c2cc(C(=O)N3CCN(c4ncccn4)CC3)c3ccccc3n2)c1
26. CCOc1ccccc1NC(=O)C1CCCN(S(=O)(=O)c2cccc3cccnc23)C1 (stereo not given)
27. CC1(C)CC(=O)N(c2cccc(Cl)c2)C(=O)C1
28. CC(=Nc1ccccc1)C1=C(O)C(Cc2ccccc2)NC1=O (stereo not given)
29. Cc1ccn(CC(=O)N/N=C/c2cc([N+](=O)[O-])ccc2O)n1
30. COC(=O)c1nnn(-c2nc(N(C)C)nc(N(C)C)n2)c1C
31. CC(=O)C[C@@H](O)CC(=O)[C@H]1OC(=O)[C@H](C)CCCCc2ccccc21
32. CCN(CC)C(=O)CN1C(=O)/C(=C/c2ccccc2)SC1=S
Compound	25	26	27	28	29	30	31	32
Shn3 3UTR inh	-14	10	-14	9	1	4	4	1
C8 TRAIL sens	28	11	-7	-8	26	-1	0	-16
CF NFkB block	-12	-16	-3	43	19	4	3	30
TROY NFkB inh	-9	7	0	-23	-19	-3	-7	-5
TWEAK Fn14 block	35	-6	14	-20	24	11	5	-19
EBV LMP1 NFkB	3	7	-1	-3	26	7	-4	-3
NR2F2 inh	2	3	-1	-73	5	4	11	-10
KKLEB cytotox	-10	-9	2	-15	-14	0	18	-16
SRC3 inh	-15	-8	19	-36	24	13	-2	-3
NR5A2 inv ag	7	18	18	-22	24	2	-15	5
SRC1 inh	-4	-2	0	-125	26	0	-4	-16

33. CCN(CCn1cccn1)C(=O)CCc1nnc(CCCc2ccccc2)o1
34. O=C(COC(=O)c1ccccc1-c1ccccc1[N+](=O)[O-])c1ccccc1
35. O=C(NCc1ccco1)C1CCCN1C(=O)Nc1ccccc1[N+](=O)[O-] (stereo not given)
36. CC1OC2(C)OC(=N)C1(C#N)C(C#N)(C#N)C2c1ccccc1 (stereo not given)
37. CC1CN(S(=O)(=O)c2cccc(C(F)(F)F)c2)CC(C)O1 (stereo not given)
38. CC1CCCN(C(=O)Cc2ccc(F)cc2)C1 (stereo not given)
39. CC1(C(=O)OCC(=O)Nc2ccccc2)CC1(Cl)Cl (stereo not given)
40. CC12CN3CCN(CC(C3)/C1=N\NC(=O)Nc1cccc(Cl)c1)C2
41. O=C(Oc1ccc2ccccc2c1Br)N1CCCCCC1
Compound	33	34	35	36	37	38	39	40	41
Shn3 3UTR inh	-114	-27	12	-3	1	-13	-21	-9	-52
C8 TRAIL sens	-1	-7	7	8	-4	-1	17	-3	34
CF NFkB block	3	8	-6	13	2	-1	-8	-12	-7
TROY NFkB inh	-53	/	9	-11	-33	-15	-27	-14	66*
TWEAK Fn14 block	-30	6	-21	1	-6	2	-16	-6	65*
EBV LMP1 NFkB	-6	-5	-1	2	/	-7	-2	-10	-37
NR2F2 inh	-20	-1	-4	14	9	6	4	-17	-70
KKLEB cytotox	-5	6	0	-6	8	2	6	-22	-13
SRC3 inh	-61	-17	6	-3	24	-2	-21	-27	-166
NR5A2 inv ag	-75	8	-1	-13	10	16	-44	-13	-210
SRC1 inh	-64	-30	-25	-8	7	-18	-29	-22	-147

Some of the compounds tested, so the mix of outcomes need not match the whole.
